Screens: PubChem, NCI
bub3 = NCI yeast anticancer drug screen, S. cerevisiae bub3 mutant strain | growth inhibition, % at 50 µM | 78,000 tested, 9.9% active;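 further: 0% = growth of vehicle-only cultures of the same strain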
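Screening used yeast with an engineered genetic alteration affecting cell cycle control. Compound-exposed cultures were compared with vehicle cultures, and reduced growth was taken as inhibition.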
yeast sgs1 mgt1 = NCI yeast anticancer drug screen, S. cerevisiae sgs1 mgt1 strain; 78,000 tested, 10% active; growth inhibition, % at 50 µM;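 further: 0% = growth of vehicle-only cultures of the same strain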
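Mutant yeast exposed to compound; growth scored against vehicle-only wells.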
cln2 rad14 = NCI yeast anticancer drug screen, S. cerevisiae cln2 rad14 strain. 78,000 tested, 8.3% active. % growth inhibition at 50 µM;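 further: 0% = growth of vehicle-only cultures of the same strain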
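Each compound was tested on cln2 rad14 yeast. Inhibition of growth was calculated against vehicle-exposed controls.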
mlh1 rad18 = NCI yeast anticancer drug screen, S. cerevisiae mlh1 rad18 strain; 79,000 tested, 11% active; AID 175, 2004; growth inhibition, % at 50 µM;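 further: 0% = growth of vehicle-only cultures of the same strain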
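Growth inhibition of the yeast strain was measured after compound exposure and expressed relative to vehicle-treated controls. The strain carries defined defects in DNA damage repair.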
rad50 = NCI yeast anticancer drug screen, S. cerevisiae rad50 strain. % growth inhibition at 50 µM. 79,000 tested, 10% active. AID 155, 2004;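 further: 0% = growth of vehicle-only cultures of the same strain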
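Readout: growth inhibition relative to vehicle-treated cultures. Compound exposure was carried out in a genetically defined yeast strain deficient in DNA damage repair.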
mec2-1 = NCI yeast anticancer drug screen, S. cerevisiae mec2-1 strain | % growth inhibition at 50 µM | 79,000 tested, 9% active | AID 157, 2004;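 further: 0% = growth of vehicle-only cultures of the same strain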
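Cells of the genetically defined mec2-1 yeast strain are incubated with test compound. Inhibition of growth is calculated against vehicle-treated controls.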
An asterisk follows results filed as active; x = not tested or not shown; & = joins results of further samples. No stated cut-off is given here; in the data, active means growth inhibition above about 70%; inactive means the rest.

SMILES | bub3 | yeast sgs1 mgt1 | cln2 rad14 | mlh1 rad18 | rad50 | mec2-1
Fc1ccc(C(c2ccc(F)cc2)C(F)(F)F)cc1 | 13.7 | 24.9 | 10.8 | 13.4 | 8.7 | -20.3
CN(CCCN1C(=O)c2ccccc2C1=O)c1ccc(NS(=O)(=O)c2ccc([N+](=O)[O-])cc2)cc1 | 2.5 | -16.6 | -29.0 | 14.8 | 15.6 | -0.4
O=C(CCCl)NC1CC1c1ccccc1 (stereo not drawn) | x | x | x | -3.4 | -13.7 | -10.8
CCC(C)NC(=O)C1C2CC3OC(=O)C1C3C2 (stereo not drawn) | -6.5&-9.5 | -18.9&-2.8 | -40.3&-42.8 | -5.7&3.1 | -12.7&9.8 | 5.6&-4.5
O=[N+]([O-])C1CC(O)C(O)CC1c1ccc2c(c1)OCO2 (stereo not drawn) | 1.9 | 1.7 | 3.0 | 3.7 | 11.1 | 7.2
CN(C(=O)c1ccccc1)C1(COC(=O)c2ccccc2)CCCCC1 | 65.7 | -2.8 | 21.3 | 9.9 | 16.1 | -6.0
CC(=O)[C@H]1CC[C@H]2[C@@H]3CC[C@@H]4CC(=O)CC[C@]4(C)[C@H]3[C@@H]3O[C@@H]3[C@]12C | -1.1 | -11.1 | -46.0 | 7.5 | -13.2 | 5.4
CC1(O)CCCCCC1 | 84.2* | 88.2* | 77.7* | 71.1* | 85.0* | 69.7
CCCCCCC(C(=O)OCC)N1C(=O)c2ccccc2S1(=O)=O (stereo not drawn) | 88.5* | 30.5 | 12.2 | 61.9 | 2.5 | 21.7
CN(C)C1CCCCC1=O (stereo not drawn) | -12.0 | -4.2 | 4.1 | 0.9 | -7.4 | 0.1

Random excerpt: six compounds from above
SMILES | bub3 | yeast sgs1 mgt1 | cln2 rad14 | mlh1 rad18 | rad50 | mec2-1
CN(C(=O)c1ccccc1)C1(COC(=O)c2ccccc2)CCCCC1 | 65.7 | -2.8 | 21.3 | 9.9 | 16.1 | -6.0
O=C(CCCl)NC1CC1c1ccccc1 (stereo not drawn) | x | x | x | -3.4 | -13.7 | -10.8
CN(C)C1CCCCC1=O (stereo not drawn) | -12.0 | -4.2 | 4.1 | 0.9 | -7.4 | 0.1
CC(=O)[C@H]1CC[C@H]2[C@@H]3CC[C@@H]4CC(=O)CC[C@]4(C)[C@H]3[C@@H]3O[C@@H]3[C@]12C | -1.1 | -11.1 | -46.0 | 7.5 | -13.2 | 5.4
O=[N+]([O-])C1CC(O)C(O)CC1c1ccc2c(c1)OCO2 (stereo not drawn) | 1.9 | 1.7 | 3.0 | 3.7 | 11.1 | 7.2
CCC(C)NC(=O)C1C2CC3OC(=O)C1C3C2 (stereo not drawn) | -6.5&-9.5 | -18.9&-2.8 | -40.3&-42.8 | -5.7&3.1 | -12.7&9.8 | 5.6&-4.5

The list continues:
SMILES | bub3 | yeast sgs1 mgt1 | cln2 rad14 | mlh1 rad18 | rad50 | mec2-1
c1cc[n+](CCNCC[n+]2ccccc2)cc1 | x | x | x | 36.6 | 8.6 | -7.8
O=C(CN1C(=O)c2ccccc2C1=O)OC1C=CCCC1 (stereo not drawn) | 9.6 | 1.5 | 18.7 | 10.3 | 12.2 | 0.7
CCOC(=O)C1(C(=O)OCC)CCOCC1 | -15.6 | -17.8 | -3.2 | -21.1 | -12.2 | -18.1
CCOC(=O)/C(=C\c1cc(C)c(OC(C)=O)c(OC)c1)NC(=O)c1ccccc1 | -3.5 | -11.1 | 0.1 | -4.2 | -17.1 | -15.2
CSC(=N/N=C(\C)c1ccccn1)SC | -11.7 | 5.3 | -46.2 | 5.8 | 0.5 | 6.0
[O-]c1c2c(nn1-c1ccc(Cl)cc1)c1ccccc1c[n+]2Cc1ccccc1 | 11.4 | -11.2 | -2.5 | -16.2 | -6.1 | -20.6
COC(=O)/C1=C/C=C\C[C@@]2(C)CC(c3ccoc3)OC(=O)[C@@H]2CC[C@H]1C (stereo partly drawn) | -46.1 | -35.6 | -14.5 | -21.5 | -19.9 | -14.1
COc1ccc(CC(=O)OCC2CCCO2)cc1OC (stereo not drawn) | 5.6 | 9.9 | -20.6 | 4.0 | -8.5 | -1.2
Cc1sc2ncnc(Cl)c2c1C | 4.5 | -1.4 | -23.0 | 4.0 | 1.9 | 13.2
Cc1cc(C)c(Nc2n[nH]c(=S)s2)cc1C | 21.0 | 13.3 | -9.3 | 9.3 | -1.1 | -10.8
Cc1cc(N(CCOS(C)(=O)=O)CCOS(C)(=O)=O)ccc1C=Nc1ccc(C(=O)O)c(O)c1 | 19.2 | 46.0 | 77.5* | 88.0* | 82.8* | 86.8*
CNC(=O)OCc1cc(C)cc(C)c1-c1ccco1 | 10.3 | 28.4 | 4.0 | 7.0 | -5.0 | -9.2
O=C(O)CNOCN1C(=O)c2ccccc2C1=O | -16.0 | 13.3 | -21.6 | 14.4 | 11.6 | -1.2
CCCCCCC(C)OC(=O)CCl (stereo not drawn) | 1.2 | 2.2 | 6.1 | 0.9 | -0.6 | -6.4
O=C(O)C(Cc1ccccc1)C(=O)O | -18.4 | -27.7 | -33.0 | -7.2 | 5.8 | -7.2
Cc1cc(NC2=CC(=O)C(=O)c3ccccc32)no1 | 8.4 | -17.2 | -4.0 | -33.0 | -50.0 | 16.3
O=C(/C(=N/O)c1ccccc1)c1ccccc1 | 4.8 | 1.4 | -25.5 | 12.2 | 7.4 | -21.6
COC1OC(COC(c2ccccc2)(c2ccccc2)c2ccccc2)C(OC)C(OC)C1OC (stereo not drawn) | 2.3 | -14.9 | -47.6 | -12.4 | -12.3 | -9.8
CCO/C=N\c1c(C#N)c(-c2ccc(Cl)cc2)cn1-c1ccc(C)cc1 | -22.4 | -4.0 | 34.2 | -7.2 | -21.8 | -7.0
CC(=O)N(C(C)=O)n1c(Cc2ccc(C)cc2)nn(C(C)=O)c1=O | -1.8 | -16.9 | 13.3 | -27.9 | -26.9 | 15.2
CC(=O)OC1CCC(C(C)(C)C)C(C)C1 (stereo not drawn) | 32.9 | 43.4 | 9.6 | 29.5 | 11.4 | 45.5
N#COc1ccc(Oc2ccc(OC#N)cc2)cc1 | 40.0 | 90.2* | 25.8 | 25.3 | -12.9 | -22.8
C=CCn1c(=O)c2[nH]c(Cl)nc2n(CC)c1=O | -8.1 | 4.4 | 2.4 | -6.8 | -9.3 | 4.7
NCCCCC(NC(=O)C(Cc1cnc[nH]1)NC(=O)CN)C(=O)O (stereo not drawn) | 6.3 | -15.4 | -9.3 | -8.9 | -0.1 | 4.9
O=C1C=CC(=O)C2C1C21C2CCCC(C2)C2CCCC1C2 (stereo not drawn) | -0.7 | 4.0 | -23.0 | 20.1 | -11.2 | 16.3
CC(=O)OC1CC2C(C)(C)C(=O)C=C[C@]2(C)C2CCC3(C)C(=CCC3[C@H](CO)C[C@H](O)C(=O)C(C)(C)O)[C@]12C (stereo partly drawn) | 38.1 | 88.8* | 26.6 | 26.1 | 44.9 | 42.8
O=S(=O)([O-])c1cccc(-c2c3ccccc3c[n+]3ccccc23)c1 | -10.6 | -4.2 | -7.2 | -17.6 | -6.8 | -5.5
C=C(C)C(=O)Oc1ccccc1-c1ccccc1 | 2.6 | -5.5 | 15.6 | -26.5 | 2.5 | -10.2
O=C1CSC(c2cccc(Br)c2)N1c1nncs1 (stereo not drawn) | 8.5 | 14.7 | 8.0 | 25.4 | 7.7 | 4.7
CC(O)C1(O)c2ccccc2-c2ccccc21 (stereo not drawn) | 7.3 | 14.6 | 0.2 | 10.5 | 26.5 | 2.8
CCOC(=O)CNC(=O)C(Cc1ccccc1)NC(=O)OCc1ccccc1 (stereo not drawn) | -3.6 | 4.5 | -4.8 | -9.0 | -16.2 | -19.1
c1ccn2nnnc2c1 | -0.3 | -42.4 | 11.0 | 0.6 | 4.0 | -1.8
NC(=O)N/N=C1\CCCCC12CCCCC2 | 2.2 | -4.9 | -16.1 | -11.4 | 4.3 | 6.2
Cc1cc(N)c(S(=O)(=O)O)c(N)c1 | 11.8 | -4.0 | -15.1 | -57.8 | -31.9 | 5.7
Oc1c(CN2CCOCC2)cc(CN2CCOCC2)cc1CN1CCOCC1 | 6.6 | -5.4 | 2.2 | 6.5 | 7.7 | 0.5
NC(N)=NCc1ccccc1 | 12.0 | -15.6 | 3.7 | 10.9 | 17.4 | 1.1
O=C(c1ccccc1)N1OCCc2ccccc21 | -2.2 | -13.6 | -36.0 | -2.4 | -5.7 | 7.0
O=C(O)c1nc(-c2ccc(S(=O)(=O)O)cc2)[nH]c1C(=O)O | -6.0 | 14.0 | -24.8 | -3.6 | -7.2 | -0.2
CCCCCCCCCCCCCCCCOC1OC(COC(C)=O)C(OC(C)=O)C(OC(C)=O)C1OC(C)=O (stereo not drawn) | -3.8&-25.7 | -16.2&-30.1 | -4.2&-31.4 | -36.2&-11.2 | 2.3&-36.7 | -33.5&-26.4
Clc1ccc(-c2nnc(-c3ccc(Cl)c(Cl)c3)o2)cc1Cl | -10.9 | 17.8 | -30.5 | 22.9 | 0.2 | 9.9
O=C(CCCCCc1ccccc1)c1ccc2ccccc2c1O | -0.8 | 5.6 | -14.9 | -9.0 | -16.2 | 7.3
CCCCC(C)(O)CCC (stereo not drawn) | 7.3 | 0.5 | 5.0 | -6.0 | 5.8 | -11.9
O=C1c2ccccc2C(=O)N1CC(O)CCl (stereo not drawn) | -14.5 | -0.5 | 12.0 | -26.5 | -21.3 | -30.4
COc1cc(CNC(=O)CCCCCCCCCCSC#N)ccc1O | 86.7* | 83.6* | 81.0* | 81.2* | 82.1* | 85.2*
[O-]c1n[n+](Cc2ccc(Br)cc2)no1 | 18.4 | -4.0 | 1.2 | 28.3 | 7.0 | 15.2
CCC1CCN=C(NS(=O)(=O)c2cc(C)c(Cl)cc2S)N1 (stereo not drawn) | 4.9 | -25.2 | -18.1 | -33.0 | -29.8 | -5.2
C(=N\NC1=NCCCCN1)/c1ccc2ccccc2c1 | -2.4 | -32.0 | -34.6 | 7.6 | 14.1 | -1.8
O=C(/C=C\c1ccc(O)c(O)c1)O[C@@H]1C[C@](O)(C(=O)O)C[C@@H](O)[C@H]1O | -11.2&-7.2 | 11.9&12.4 | 18.6&10.0 | 3.2&0.8 | -1.9&6.2 | 0.8&-25.1
CCCCCC(=O)Oc1ccccc1C(=O)O | -0.5 | -11.9 | 1.6 | -11.8 | -20.2 | -17.2
O=C(NN1C(=O)c2cccc3cccc(c23)C1=O)NN1C(=O)c2cccc3cccc(c23)C1=O | 99.2* | 98.2* | 99.5* | 99.0* | 98.2* | 99.4*

Complete entries, looked up by structure:
CCC1CCN=C(NS(=O)(=O)c2cc(C)c(Cl)cc2S)N1 (stereo not drawn) as listed: bub3 = 4.9; yeast sgs1 mgt1 = -25.2; cln2 rad14 = -18.1; mlh1 rad18 = -33.0; rad50 = -29.8; mec2-1 = -5.2
CCCCCC(=O)Oc1ccccc1C(=O)O as listed: bub3 = -0.5; yeast sgs1 mgt1 = -11.9; cln2 rad14 = 1.6; mlh1 rad18 = -11.8; rad50 = -20.2; mec2-1 = -17.2

Continued:
SMILES | bub3 | yeast sgs1 mgt1 | cln2 rad14 | mlh1 rad18 | rad50 | mec2-1
CS(=O)(=O)OCC1CCCCC1COS(C)(=O)=O (stereo not drawn) | -14.8&6.2 | 14.3&14.7 | -3.2&-26.7 | 4.0&6.5 | 23.1&10.9 | 6.7&0.9
CN(C)c1ccc(/C=C(\C#N)c2ccc(F)cc2)cc1 | -6.8 | 3.0 | -26.6 | -17.8 | -2.6 | -1.8
Cc1ccc(S(=O)(=O)NNC(C[N+](=O)[O-])c2ccccc2)cc1 (stereo not drawn) | 92.7* | 96.2* | 70.7* | 96.0* | 96.9* | 44.4
CC(I)CNC1=NCC(=O)N1 (stereo not drawn) | 13.1 | -9.9 | -21.1 | 13.0 | -8.6 | 5.9
CN(C)c1ccc(/C=N/NC(=O)CCCCCCCCC(=O)N/N=C/c2ccc(N(C)C)cc2)cc1 | -1.4 | -14.0 | -34.1 | 5.0 | -25.5 | -4.3
O=C1CSC(c2c[nH]c3ccccc23)N1c1cccc(Cl)c1 (stereo not drawn) | 88.5* | 87.3* | 87.0* | 84.5* | 85.8* | 87.7*
O=C1CSCc2nc3ccccc3n21 | x | x | x | 30.9 | -4.3 | 0.2
O=C1NC(CCCl)C(=O)NC1CCCl (stereo not drawn) | 2.4&-1.4 | -3.5&-16.1 | -7.5&-10.2 | -1.4&1.6 | -0.7&1.6 | 4.5&-2.0
CCCCC(CC)COC(=O)C(C)CCC (stereo not drawn) | 17.9 | -2.4 | -27.7 | 5.0 | 4.7 | -1.1
O=C1c2cccc3cc([N+](=O)[O-])cc(c23)C(=O)N1CCN1CCCC1 | -11.2 | -14.2 | -15.8 | -41.9 | 66.7 | 28.1
CCCNC(=O)NC1CC(=O)N(CCC)C1=O (stereo not drawn) | -2.5 | -4.8 | -19.9 | 10.3 | 9.4 | 9.9
CC[N+](C)(CC)CCOC(=O)C(C1=CCCCC1)C1(O)CCCCC1 (stereo not drawn) | 2.5 | -27.5 | -48.9 | -16.6 | 3.0 | -15.8
